Assay outcomes (PubChem BioAssay)
MT1-MMP txn act – MT1-MMP promoter reporter activation – cell-based, luciferase luminescence, primary screen | HT1080 MT1-MMP promoter luciferase reporter, overnight; active compounds read high | activation factor at 10 µM | 86,000 tested, 0.16% active | AID 750, 2007;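 active means activation factor of at least 2 for MT1-MMP transcription at 10 µM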
ERb SRC1 inh – inhibitors of ERβ-SRC1 coactivator interaction, primary screen, biochemical, TR-FRET, ERβ LBD, SRC-1 peptide; Estrogen receptor beta (Homo sapiens), Q92731; TR-FRET ER-beta LBD / SRC1-Cy5 peptide binding; receptor agonist-loaded with 1 µM estradiol; inhibition, % at 25.6 µM; 86,000 tested, 1.3% active; AID 633, 2007;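 active means compounds whose percent inhibition of the receptor-coactivator binding signal exceeds about 50% in the single-dose screen, limit read from the data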;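 further: 0% = receptor plus peptide wells without compound and 100% = peptide-only wells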
Smad3 inh – Smad3/FoxH1 peptide binding inhibitors, primary screen, biochemical, TR-FRET | Mothers against decapentaplegic homolog 3 (Homo sapiens), P84022 | TR-FRET Smad3/Dy647-FoxH1 peptide binding, europium anti-His | inhibition, % at 25 µM | 88,000 tested, 0.29% active;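 active means compounds that reduce the energy-transfer binding signal between the protein and its labelled peptide by more than half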;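 further: 0% = Smad3 plus labelled peptide maximal FRET and 100% = peptide-only background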
HUVEC inhibit – inhibitors of HUVEC proliferation, primary screen, cell-based, 384-well; CellTiter-Glo luminescence, 72 h; active compounds read low; viability, % at 10 µM (by protocol); 86,000 tested, 1.1% active;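 active means viability at or below 30%; inactive means viability above 30%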;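 further: 100% = median luminescence of DMSO-only cell control wells on each plate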
Fibroblast inh – antiproliferative effect on LL 47 fibroblasts – human, LL 47 cells, CellTiter-Glo luminescence, primary screen; LL 47 human lung fibroblast viability, ATP luminescence; active compounds read low; 85,000 tested, 1.1% active; viability, % at 10 µM;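 active means viability at or below 50% in the single dose screen; inactive means viability above 50%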;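 further: compound exposure lasted 72 h before the ATP readout; 100% = median luminescence of untreated cell-only wells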
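Benchmarks: Cell-only wells, no compound | Test system: LL 47 human lung fibroblasts, passage 12 or lower | Input: 1,150 cells/well | Measured by: CellTiter-Glo luminescence measuring cellular ATP | Medium: IMEM, 15% FBS supplement | Schedule: Overnight attachment after seeding, then 72 h compound exposure at 37 °C | Doses: Compound addition at 0.1% DMSO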
ERa SRC1 pot – enhancers of ERα–SRC-1 coactivator binding, primary screen, biochemical, TR-FRET, ERα LBD, low estradiol; TR-FRET ERalpha-LBD/SRC-Cy5 coactivator binding, 2 h; 100 = basal binding, no effect; coactivator binding (% of control), % at 25.6 µM; 86,000 tested, 1.3% active; in the data active means activity above about 200%;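 further: binding measured in presence of low estradiol as agonist stimulus; 0% = peptide alone without receptor and 100% = receptor with peptide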
ERa SRC1 inh – ERα–SRC-1 coactivator interaction inhibitors, primary screen, biochemical, TR-FRET, ERα LBD, estradiol-bound | AID 629, 2007 | 86,000 tested, 1.7% active | inhibition, % at 25.6 µM | Estrogen receptor (Homo sapiens), P03372 | TR-FRET ER-alpha LBD / SRC-1 peptide; in the data active means inhibition above about 50%;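 further: 0% = receptor plus peptide control and 100% = peptide only without receptor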
Mac1 fbg enh – enhancers of CD11b/CD18 adhesion to fibrinogen, primary screen, K562 cells, luminescence. ATPlite luminescence. 93,000 tested, 0.07% active. activation, % at 10 µM. Integrin beta-2 (Homo sapiens) + Integrin alpha-M (Homo sapiens), P05107+P11215;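 active means 10 µM primary screen giving 50% or more activity, confirmed by 40% or more on retest at that dose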; further: strong numbers were not always called active
Target sequence (P05107 whole entry, looked up, other chains not shown): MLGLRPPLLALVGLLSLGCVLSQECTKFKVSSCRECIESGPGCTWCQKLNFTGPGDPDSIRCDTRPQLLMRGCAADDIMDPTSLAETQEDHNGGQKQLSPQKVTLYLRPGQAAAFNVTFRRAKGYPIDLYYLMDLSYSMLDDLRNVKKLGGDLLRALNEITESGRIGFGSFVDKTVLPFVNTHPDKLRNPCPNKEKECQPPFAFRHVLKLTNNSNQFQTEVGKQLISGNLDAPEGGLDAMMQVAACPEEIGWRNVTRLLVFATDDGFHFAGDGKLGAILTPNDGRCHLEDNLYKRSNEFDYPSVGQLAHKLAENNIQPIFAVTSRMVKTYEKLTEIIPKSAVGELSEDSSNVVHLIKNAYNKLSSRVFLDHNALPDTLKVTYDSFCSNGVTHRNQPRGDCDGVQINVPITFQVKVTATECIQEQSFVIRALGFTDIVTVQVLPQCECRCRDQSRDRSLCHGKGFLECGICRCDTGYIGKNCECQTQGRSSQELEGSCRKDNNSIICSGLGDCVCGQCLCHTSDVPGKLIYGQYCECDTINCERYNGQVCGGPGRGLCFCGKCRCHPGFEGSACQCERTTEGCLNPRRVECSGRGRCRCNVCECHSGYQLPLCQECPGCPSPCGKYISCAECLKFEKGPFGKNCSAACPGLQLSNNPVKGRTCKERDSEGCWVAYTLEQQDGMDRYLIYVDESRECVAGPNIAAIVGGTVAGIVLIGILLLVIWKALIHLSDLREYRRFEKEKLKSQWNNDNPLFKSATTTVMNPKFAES
H69AR growth 86K – proliferation blockers of H69AR lung cancer cells, primary screen, cell-based, human, 86K library. H69AR lung tumor viability, ATP luminescence, 72 h; active compounds read low. viability, % at 10 µM. 85,000 tested, 6% active. AID 598, 2007;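 active means viability at or below 40%; inactive means viability above 40%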;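 further: multidrug resistant small cell line overexpressing MRP-1 efflux transporter; 100% = mean luminescence of untreated control wells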
Numbers without * were called inactive; . = not tested or not shown; [ ] = remark or other dose. Not all compounds are listed, so the mix of outcomes need not match the whole.

SMILES | MT1-MMP txn act | ERb SRC1 inh | Smad3 inh | HUVEC inhibit | Fibroblast inh | ERa SRC1 pot | ERa SRC1 inh | Mac1 fbg enh | H69AR growth 86K
COc1ccc(OC)c(NC(=O)c2cc(-c3ccc(C)cc3O)n[nH]2)c1 | 1.1 | 40 | -7 | 107 | 103 | 120[fluorescence artefact?] | 70* | 10 | .
O=C(Oc1ccc2c(c1)OCO2)c1cc2c(s1)CCC2 | 1.2 | 83* | 0 | 55 | 66 | 11[fluorescence artefact?] | 93*[fluorescence artefact?] | 3 | 96
COc1ccccc1NC(=O)C1=C(C)NC2=C(C(=O)CCC2)C1c1ccc(C)o1 (centres undefined) | . | -2 | 6 | 84 | 95 | 123 | 0[fluorescence artefact?] | 1 | 97
COc1ccc(C(=O)Nc2ccc(S(=O)(=O)Nc3nccc(C)n3)cc2)cc1OC | 1.3 | 3 | -5 | 104 | 111 | 72 | 10 | -2 | 65
N#CC1=C(N)NC(SCc2ccc(F)cc2)=C(C#N)C12CCCCC2 | 0.9 | 12[fluorescence artefact?] | 2 | 36 | 54 | 84[fluorescence artefact?] | 12 | -6 | 10*
CCCS(=O)(=O)N1CCC(C(=O)N2CCC(Cc3ccccc3)CC2)CC1 | 1.1 | -5[fluorescence artefact?] | 3 | 100 | 104 | 129 | -8 | . | 72
O=C(NCCCN1CCN(c2ccccc2F)CC1)C1CCC(=O)N1C1CCCC1 (centres undefined) | 1.1 | -10[fluorescence artefact?] | 11 | 105 | 97 | 129 | -1 | . | 95
Cc1noc(C)c1S(=O)(=O)N1CCC(C(=O)NC2CCN(Cc3ccccc3)CC2)CC1 | 1.1 | 2 | 8 | 97 | 93 | 111 | -4 | -1 | 98
CC(c1ccccn1)N(CCN(C)C)C(=S)Nc1cccc(F)c1 (centres undefined) | 1 | 1 | 12 | 76 | 92 | 84[fluorescence artefact?] | -3 | 1 | 98
Cc1cc(Cl)c(S(=O)(=O)Nc2ccccn2)cc1OCC(N)=O | 1.2 | -4 | -3 | 86 | 93 | 111 | -7 | -3 | 90
CC(=NCCN1CCOCC1)C1=C(O)c2ccccc2C1=O | 1.3 | 3 | -1 | 96 | 101 | 124 | 0 | 0 | 100
CC1CN(C(=O)c2cccc(S(=O)(=O)N3CCOCC3)c2)CC(C)O1 (centres undefined) | 1.1 | 7[fluorescence artefact?] | 0 | 99 | 102 | 94 | 3 | -1 | 97
COc1cccc(OCc2nnc(SC)n2C)c1 | 1.1 | -8[fluorescence artefact?] | 18 | 91 | 97 | 139 | 2[fluorescence artefact?] | 0 | 101
CCCc1cc(C(=O)Nc2nnc(C)s2)cs1 | 1.2 | -4 | 0 | 100 | 102 | 109 | 2 | -6 | 91
CCOC(=O)C1CCN(S(=O)(=O)Cc2ccc(Cl)cc2)CC1 | 1.2 | -8 | -2 | 100 | 96 | 108 | -16 | 2 | 99
N#CCCCSc1nnnn1-c1cccc(Cl)c1 | 1.1 | -2 | 2 | 91 | 96 | 107 | -4 | 3 | 98
CN1CCN(Cn2cc(/C=C/C(=O)c3ccccc3)c3ccccc32)CC1 | 1.5 | 7 | 6 | 66 | 92 | 57 | 1[fluorescence artefact?] | -4 | 12*
COc1ccc(Cl)cc1NC(=O)COC(=O)CCNC(C)=O | 1.3 | 7[fluorescence artefact?] | -4 | 89 | 101 | 108 | 8 | -5 | 84
Cc1cc(Cl)ccc1NC(=O)CCCN1C(=O)CCC1=O | 1 | -15 | -9 | 94 | 94 | 104 | -9 | -4 | 89
COc1cccc(CC(NC(C)=O)C(=O)NC2CCN(c3nc(C)cc(C)c3C#N)CC2)c1OC (centres undefined) | 1.2 | 6 | 3 | 107 | 94 | 114 | 5 | 11 | 86
COc1ccccc1N1CCN(C(=O)c2cc3cc(Br)ccc3oc2=O)CC1 | 1 | -7 | 0 | 95 | 106 | 124 | -10 | -2 | 100
CC1=NN(c2cccc(Cl)c2)C(=O)C12CC(C)=C(C)CS2 (centres undefined) | 1.1 | -14 | 4 | 80 | 82 | 96[fluorescence artefact?] | -7 | -4 | 27*
c1ccc2sc(NC3=NCN(C4CCCCCC4)CN3)nc2c1 | 1.2 | -12 | 2 | 107 | 103 | 103 | -7 | . | 107
COc1ccc(C(=O)Oc2ccc(C(C)=O)cc2)c(OC)c1 | 1.4 | -8 | 8 | 98 | 101 | 115 | -6 | 0 | 85
COC(=O)c1c(-c2cccs2)csc1NC(=O)c1cccnc1 | 1.6 | -2 | -7 | 86 | 95 | 92[fluorescence artefact?] | -4 | -5 | 78

Only Fibroblast inh, for some of the entries so far:
| SMILES | Fibroblast inh |
| --- | --- |
| CN1CCN(Cn2cc(/C=C/C(=O)c3ccccc3)c3ccccc32)CC1 | 92 |
| COc1ccc(Cl)cc1NC(=O)COC(=O)CCNC(C)=O | 101 |

(next part)
SMILES | MT1-MMP txn act | ERb SRC1 inh | Smad3 inh | HUVEC inhibit | Fibroblast inh | ERa SRC1 pot | ERa SRC1 inh | Mac1 fbg enh | H69AR growth 86K
COc1ccc(OC)c(S(=O)(=O)N2CCC(C(=O)NCCc3ccccc3)CC2)c1 | 1.2 | -5 | -7 | 94 | 115 | 102 | -4 | . | 103
Cc1cc(Cl)c(S(=O)(=O)NCC2CCCO2)cc1OCC(=O)NC1CCCCC1 (centres undefined) | 1.1 | -1[fluorescence artefact?] | 3 | 105 | 104 | 122 | 2[fluorescence artefact?] | 4 | 87
CCCn1nnc(NC(=O)COc2cc(C)ccc2C(C)C)n1 | 1.1 | -6 | 1 | 101 | 100 | 128 | 9 | -4 | 91
CC(Sc1nc2ccccc2n1C)C(=O)NC(c1ccccc1)c1ccccc1 (centres undefined) | 1.2 | -1 | -3 | 92 | 92 | 94 | 11 | . | 84
CCOc1ccc(CNCc2cccnc2)cc1 | 1.3 | -3 | 3 | 93 | 99 | 107 | -10 | . | 105
CCc1ccccc1NC(=O)CN(C)C(=O)CN1C(=O)NC2(CCCCCC2)C1=O | 1.2 | -6 | 1 | 103 | 98 | 121 | -9 | 0 | 98
O=C(c1ccc(C23CC4CC(CC(C4)C2)C3)o1)N1CCOCC1 | 1.1 | -3 | -9 | 112 | 95 | 94 | 1 | 9 | 81
CS(=O)(=O)N(CC(=O)N1CCN(c2cccc(Cl)c2)CC1)c1ccccc1 | 1.1 | -32 | -6 | 95 | 99 | 118 | -22 | 0 | 87
CCC(=O)N1CCN(c2ccc(Cl)cc2NC(=O)Cc2ccc(Cl)cc2)CC1 | 1.1 | 5 | -13 | 94 | 95 | 89 | 3 | 0 | 73
CCOC(=O)Cc1csc(SCC(=O)Nc2cccc(Cl)c2)n1 | 1 | 1 | -8 | 88 | 105 | 93 | 0 | -3 | 89
COc1ccc(-n2nc3c(c2NC(=O)c2c(F)cccc2Cl)CS(=O)C3)cc1 (centres undefined) | 1.1 | 24 | -12 | 105 | 104 | 71 | 14[fluorescence artefact?] | -4 | 95
Cc1cccc(OCCNc2nc3c(c(=O)n(C)c(=O)n3C)n2C)c1 | 1 | 2[fluorescence artefact?] | -6 | 111 | 102 | 94 | 1 | . | 95
Cc1ccc(Cl)c(OCC(O)CN(CCO)CCO)c1 (centres undefined) | 1 | 14[fluorescence artefact?] | 1 | 81 | 93 | 187[fluorescence artefact?] | 27 | 0 | 96
Cc1ccc2nc3c(cc(C(=O)NCc4ccccc4)c(=N)n3CCCn3ccnc3)c(=O)n2c1 | 1.3 | 8 | 13 | 49 | 87 | 104[fluorescence artefact?] | 17 | . | 66
Cc1ccc(CSc2nc3c(c(=O)[nH]c(=O)n3C)n2CCC(C)C)cc1 | 0.9 | -10 | 0 | 76 | 89 | 92 | -1 | 2 | 44
O=C(c1ccccn1)N(Cc1ccco1)C1(C(=O)NC2CCCC2)CCCCC1 | 1 | -5 | 7 | 106 | 101 | 87 | -5 | 1 | 91
Oc1ccc2oc3c(c2c1/C=N/n1cnnc1)CCCC3 | 1.3 | 6[fluorescence artefact?] | -4 | 40 | . | 106 | -8[fluorescence artefact?] | -3 | 75
Cc1nn(C)c(C)c1CN(C)C(=O)C1c2ccccc2Oc2ccccc21 | 0.9 | -8 | -4 | 89 | 96 | 111 | -6[fluorescence artefact?] | . | 78
Cc1c(NC(=O)C(C)Sc2ccc3ccccc3n2)c(=O)n(-c2ccccc2)n1C (centres undefined) | 1.3 | -9 | 5 | 113 | 100 | 116 | 3 | -4 | 103
c1cncc(-c2nc3ccccc3o2)c1 | 1.6 | 12[fluorescence artefact?] | 10 | 101 | 105 | 99 | -3 | -2 | 109
COc1ccc(C2CC(=O)C(C=NCCO)=C(O)C2)cc1OC (centres undefined) | 1.1 | 2 | 7 | 95 | 99 | 119 | -3 | 1 | 94

One compound at a time, as listed above. Screens in order: MT1-MMP txn act, ERb SRC1 inh, Smad3 inh, HUVEC inhibit, Fibroblast inh, ERa SRC1 pot, ERa SRC1 inh, Mac1 fbg enh, H69AR growth 86K
Listed for `c1cncc(-c2nc3ccccc3o2)c1` : 1.6, 12[fluorescence artefact?], 10, 101, 105, 99, -3, -2, 109
Listed for `Cc1ccc2nc3c(cc(C(=O)NCc4ccccc4)c(=N)n3CCCn3ccnc3)c(=O)n2c1` : 1.3, 8, 13, 49, 87, 104[fluorescence artefact?], 17, ., 66
Listed for `COc1ccc(OC)c(S(=O)(=O)N2CCC(C(=O)NCCc3ccccc3)CC2)c1` : 1.2, -5, -7, 94, 115, 102, -4, ., 103
Listed for `Cc1ccc(CSc2nc3c(c(=O)[nH]c(=O)n3C)n2CCC(C)C)cc1` : 0.9, -10, 0, 76, 89, 92, -1, 2, 44
Listed for `Cc1cc(Cl)c(S(=O)(=O)NCC2CCCO2)cc1OCC(=O)NC1CCCCC1` (centres undefined) : 1.1, -1[fluorescence artefact?], 3, 105, 104, 122, 2[fluorescence artefact?], 4, 87
